Source: PubChem BioAssay
aSyn yeast rescue – alpha-synuclein toxicity suppression in yeast; S. cerevisiae alpha-synuclein toxicity rescue, BacTiter-Glo growth, 24 h; Potency, µM (titrated, usually from 46.1 µM), without a hit: top-dose growth rescue (activation), most hits filed as activators; actives 0.02% (n = 94,000); active = well fitted activation curve with a large enough effect; also: 0% is about no effect
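Growth restoration measured by BacTiter-Glo luminescence after 24 hr at 30 deg C; alpha-synuclein yeast, raffinose-pregrown to mid-log, were added at OD600=0.02 in galactose medium onto pinned compounds.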
Active calls of the source: *; [ ] = another dose, or the depositor's remark. Potency is read from the fitted curve at half-maximal effect. An excerpt, so the mix of outcomes need not match the whole.

smiles	aSyn yeast rescue
COc1ccc(Cn2c(NCC(C)C)nc3c2c(=O)n(C)c(=O)n3C)cc1	3.2%
Cc1ccccc1Oc1ccc2c(c1)[C@@H]1C[C@H](N(C)C(=O)c3ccco3)[C@H]([C@H](C)O)C(=O)N1CC2	3.3%
O=C(NC(O)C(=O)c1ccccc1)c1ccccn1 (configuration not stated)	4.4%
Cc1nnc(NC(=O)CS(=O)(=O)Cc2ccccc2)s1	-18.2%
O=C(C1CCCN(S(=O)(=O)c2cccc3nonc23)C1)N1CCN(c2cccc(C(F)(F)F)c2)CC1 (configuration not stated)	-0.8%
Cc1ccc(-n2cnc3cc(C(=O)NCc4ccccc4Cl)ccc32)c(C)c1	1.5%
COc1ccccc1OCCCCN1CCN(C(c2ccccc2)c2ccccc2)CC1	14.1%
Cc1c(Cl)cccc1NC(=O)CNS(=O)(=O)c1cccs1	-0.2%
Cc1cn2c(=O)c(C(=O)NCc3ccc4c(c3)OCO4)cnc2s1	-8.1%
Cc1cccc(N2CC(c3nc4ccccc4n3CCC3CCCCC3)CC2=O)c1 (configuration not stated)	18.6%
Cc1ccc(C2CC(c3ccco3)=NN2S(C)(=O)=O)cc1 (configuration not stated)	9.3%
CCOc1ccc(NC(=S)Nc2ccc(OC)cc2)cc1	6.4%
CCN(CC)S(=O)(=O)c1cc(NC(=O)Cc2ccsc2)ccc1C	-1.2%
CCOc1ccc(-n2c(SCC(=O)NCc3ccccc3)nc3n[nH]c(C)c3c2=N)cc1	-11.2%
FC(F)(F)c1cc(Cl)c2nnc(-c3ccccn3)n2c1	4.7%
O=C(Nc1cccc(C(F)(F)F)c1)C(Sc1n[nH]c(=O)[nH]c1=O)c1ccccc1 (configuration not stated)	-2.3%
COc1ccccc1NC(=O)Cn1c(=O)n(Cc2ccco2)c(=O)c2cccnc21	-1.1%
O=C(Cc1ccccc1)Nc1c(C(=O)c2ccccc2)oc2ccccc12	16.4%
O=C(NCC(c1cccs1)S(=O)(=O)c1cccs1)c1ccccc1F (configuration not stated)	0.7%
CC1(C)CC(=O)C2=C(C1)NC1=C(C(=O)c3ccccc31)C2c1cc([N+](=O)[O-])ccc1O (configuration not stated)	11.1%
Cc1ccc(-n2c(=O)cc(N3CCN(c4ccccc4Cl)CC3)[nH]c2=O)cc1	3.1%
CSc1cccc(NC(=S)NCCCN2CCN(c3ccc(F)cc3)CC2)c1	7.1%
CCOC(=O)c1nnn2c1nc(N1CCN(c3ccccc3)CC1)c1ccccc12	0.2%
Cc1ccc2c(c1)c1c(n2CC(O)CNC2CCCC2)CCCC1 (configuration not stated)	3.4%
CCOCc1c(C(=O)Nc2cc(OCC)c(N3CCOCC3)cc2OCC)oc2ccccc12	0.1%

Among those listed so far, these contain a CF3 group.
smiles	aSyn yeast rescue
O=C(C1CCCN(S(=O)(=O)c2cccc3nonc23)C1)N1CCN(c2cccc(C(F)(F)F)c2)CC1 (configuration not stated)	-0.8%
FC(F)(F)c1cc(Cl)c2nnc(-c3ccccn3)n2c1	4.7%
O=C(Nc1cccc(C(F)(F)F)c1)C(Sc1n[nH]c(=O)[nH]c1=O)c1ccccc1 (configuration not stated)	-2.3%

Filtered by structure, the entries above with a thiophene ring, fused or not.
smiles	aSyn yeast rescue
Cc1c(Cl)cccc1NC(=O)CNS(=O)(=O)c1cccs1	-0.2%
CCN(CC)S(=O)(=O)c1cc(NC(=O)Cc2ccsc2)ccc1C	-1.2%
O=C(NCC(c1cccs1)S(=O)(=O)c1cccs1)c1ccccc1F (configuration not stated)	0.7%

The main list resumes, repeating the 2 entries before the break.
smiles	aSyn yeast rescue
Cc1ccc2c(c1)c1c(n2CC(O)CNC2CCCC2)CCCC1 (configuration not stated)	3.4%
CCOCc1c(C(=O)Nc2cc(OCC)c(N3CCOCC3)cc2OCC)oc2ccccc12	0.1%
CCC1NC(=O)c2cccnc2-n2c1nc1ccc(C)cc1c2=O (configuration not stated)	5.3%
CCCN1CCN(C(=O)c2ccc(S(=O)(=O)N(C)c3ccccc3OC)cc2)CC1	-4.3%
COCCCNC(=O)C1CCCN(c2ncnc3onc(C)c23)C1 (configuration not stated)	6.2%
COc1ccccc1NC(=O)c1ccc(NC2=NC3CS(=O)(=O)CC3S2)cc1 (configuration not stated)	4.6%
NNC(=O)c1[nH]c2ccc([N+](=O)[O-])cc2c1-c1ccccc1	-8.4%
COc1ccccc1CCc1nnc(CCC(=O)N(C)Cc2cccc3ncccc23)o1	-1.0%
CCC(CC)c1nnc(NC(=O)CSCC(=O)Nc2cc(C)on2)s1	3.3%
CCOCCCNC(=S)Nc1cc(OCC)c(NC(=O)c2ccco2)cc1OCC	-3.1%
COc1ccc(NS(=O)(=O)c2ccc(NC(C)=O)cc2)nn1	-6.0%
CCN(CC(=O)Nc1ccc(NC(C)=O)cc1)C(=O)c1cc(C)on1	2.4%
CCCOc1ccc(CNC(=O)CCCN2C(=O)CSc3c2c(C)nn3-c2ccccc2)cc1	-8.8%
O=C(Cn1cc(S(=O)(=O)c2ccc(F)cc2)c(=O)c2cc3c(cc21)OCO3)Nc1ccccc1	-0.1%
Cc1ccccc1N1CCN(c2ccccc2NC(=O)/C=C\C(=O)O)CC1	13.8%
Cc1cc(C)cc(NC(=O)Cn2c(=O)n(C(C)C)c(=O)c3oc4ccccc4c32)c1	-10.7%
O=C1CCCC(O)=C1N=Nc1cccc(S(=O)(=O)N2CCOCC2)c1	-1.1%
Cc1cc2c(cc1S(=O)(=O)NCCc1ccc(Cl)cc1)OCC(=O)N2	-4.9%
COc1ccc(OC)c(NC(=O)N2CCN(S(=O)(=O)c3ccc4c(ccn4C)c3)CC2)c1	-4.4%
Cc1ccc(Cc2nc3ccccc3nc2SCC(=O)N2CCCCC2)cc1	10.3%
COC(=O)c1cn(-c2nc(C)c3c(n2)CCC3)nn1	-11.9%
CCc1ccc(-n2c(C)nc3cc(C(=O)NCCc4ccccc4)ccc32)cc1	13.5%
COc1ccc(NS(=O)(=O)c2ccc3[nH]c4c(c3c2)CCCCC4)cc1	-6.6%
COc1ccc(Cl)cc1NC(=O)C1CCCN(c2ncnc3onc(C)c23)C1 (configuration not stated)	1.2%
C[C@H]1CN([C@@H](C)CO)C(=O)CCCn2cc(nn2)CO[C@@H]1CN(C)S(=O)(=O)c1ccc(Oc2ccccc2)nc1	-4.2%
COc1cc2c(-c3cccc(Cl)c3)nc3c(c(C)nn3-c3ccccc3)c2cc1OC	3.0%
COc1ccc(-c2nc(CS(=O)CC(=O)NCc3ccco3)c(C)o2)cc1 (configuration not stated)	0.2%
Cc1ccc(OCC(=O)N/N=C/c2ccccc2)c([N+](=O)[O-])c1	-6.5%
CCN(C(=O)c1cnc(N2CCOCC2)c2ccccc12)c1cc(C)ccc1C	26.7%
O=S(=O)(c1ccc(Cl)cc1)c1nnn2c1nc(NCc1cccs1)c1sccc12	1.9%
CC(C)CCN(C(=O)CNC(=O)c1cccs1)C(C(=O)NC1CCCCC1)c1cccnc1 (configuration not stated)	-2.3%
CCOC(=O)c1ccc(NC(=O)Cn2nc3c4ccccc4n(Cc4cccc(F)c4)cc-3c2=O)cc1	-9.1%
CCC(Cn1nnc2ccccc2c1=O)NC(=O)Nc1cccc(Cl)c1 (configuration not stated)	-7.3%
COc1cc(C(=O)CSc2nccn2C)cc(OC)c1OC	-4.7%
O=C(O)CC(NC(=O)c1cccc([N+](=O)[O-])c1)c1ccc2c(c1)OCO2 (configuration not stated)	-0.9%
O=C(c1cnc(Cl)c(Cl)c1)N1CCN(S(=O)(=O)c2ccc(F)cc2)CC1	-6.4%
Cc1ccccc1Nc1sc(C(=O)c2ccccc2)c(N)c1C(=O)NCc1ccc(Cl)cc1	13.3%
Cn1c(SCC(=O)N2CCOCC2)nnc1-c1ccc2ncccc2c1	-5.8%
CCNNC(=O)C(O)(Cc1ccccc1)Cc1ccccc1	-4.7%
CCOC(=O)c1cc(S(=O)(=O)Nc2c(C)cc(C)cc2C)[nH]n1	-15.5%
Cc1ccccc1NC(=O)C1CCN(C(=O)c2ccc(F)cc2)CC1	13.4%
CCCn1cnc2cc(NCc3ccc(Br)cc3)ccc21	3.5%
CCOc1ccc(NC(=O)Cn2c(=O)oc3cc(S(=O)(=O)NC4CCCC4)ccc32)cc1	3.3%
COc1ccc(N2CCN(C(=O)c3ccc4c(=O)n5c(nc4c3)CCCCC5)CC2)cc1	2.8%
CC(=O)c1ccccc1NC(=O)c1ccc(N2CCCC2=O)cc1	-1.7%
Cc1ccc(CNC(=O)C(CC(C)C)NS(=O)(=O)c2ccc3c(c2)oc(=O)n3C)cc1 (configuration not stated)	-7.4%
O=C(CS(=O)(=O)c1cccc2nsnc12)NCc1ccccc1	1.3%
CCc1nnc(NC(=O)C2CSC3(C)CCC(=O)N23)s1 (configuration not stated)	-0.7%
N#Cc1ccccc1NC(=O)C(=O)NCC(c1cccnc1)N1CCc2ccccc21 (configuration not stated)	0.4%
CN1CCN(c2ccc(S(=O)(=O)N3CCOCC3)cc2NC(=O)CCc2ccccc2)CC1	-0.7%
CCc1ccc(S(=O)(=O)c2c(C(=O)c3ccccc3)cnc3ccc(CC)cc23)cc1	9.6%
C[C@@H]1CN([C@H](C)CO)C(=O)CCCn2cc(nn2)CO[C@H]1CN(C)S(=O)(=O)c1ccc(Oc2ccccc2)cc1	2.4%

(listing goes on)
Compound | aSyn yeast rescue
c1cc(C2OCCO2)cs1 | -0.1%
Cc1ccc(NC(=O)c2c(C)oc3ccc(O)c(CN4CCCC4)c23)c(C)c1 | 3.8%
COc1cccc2sc(N3CCN(C(=O)c4cccs4)CC3)nc12 | 5.8%
O=C(Oc1ccc(-n2cnnn2)cc1)c1ccccc1 | -49.3%[inhibitor]
Cc1cc(C)cc(NC(=O)NCc2noc3ccccc23)c1 | -2.6%
CCN(CC)C(=O)c1sc2c(c1C)c(=O)n(-c1ccc(Cl)c(Cl)c1)c(=O)n2CC(=O)Nc1cccc(OC)c1 | 4.2%
Cc1ccc(Cl)cc1N1CCN(C(=O)c2cc(S(=O)(=O)N3CCCC3)cn2C)CC1 | 5.7%
Cc1cccc(S(=O)(=O)N(C)C[C@H]2OCc3cnnn3CCCC(=O)N([C@H](C)CO)C[C@@H]2C)c1 | -4.0%
Cc1cccc(-n2ccnc2SCC(=O)Nc2cc(C(F)(F)F)ccc2Cl)c1 | 11.9%
CC(C)(C)OC(=O)N1CCC(c2c(C(=O)N3CCOCC3)cnn2-c2ccccc2Cl)CC1 | 4.7%
Cc1ccc(N2C(=O)CSC23C(=O)N(CC(=O)NCc2ccccc2)c2ccccc23)cc1 (configuration not stated) | -6.8%
COc1cccc(N(CC(=O)NCCSCc2ccco2)S(=O)(=O)c2ccccc2)c1 | -3.6%
Cc1cc(C)c(S(=O)(=O)Nc2ccc(-c3ccc(N4CCCCC4)nn3)cc2)c(C)c1 | -0.2%
COc1ccc(NC(=O)c2cccn2-c2nnc(N3CCCCC3)s2)c(OC)c1 | 7.3%
CC(=O)Nc1ccc(NC(=O)COc2ccc(S(=O)(=O)N3CCCC3)cc2C)cc1 | 3.0%
Cc1cccc(C)c1NC1=C(Cl)C(=O)OC1OC(=O)c1ccccc1 (configuration not stated) | 12.3%
COc1cc(OC)c(NC(=O)c2nn(C)c3c2COc2ccccc2-3)cc1Cl | -5.6%
O=C(NC(=S)Nc1cccc([N+](=O)[O-])c1)c1ccco1 | -1.0%
Cc1ccc(NC(=O)CN(C)S(=O)(=O)c2cccs2)c(Br)c1 | 7.9%
Cc1ccc2c(c1)sc1nc(=O)n(-c3ccccc3)c(=O)n12 | -0.7%
Cc1c(NC(=O)Nc2ccc(Cl)c(C(F)(F)F)c2)c(=O)n(-c2ccccc2)n1C | -8.6%
COc1ccc(CNC(=O)c2ccc(CS(=O)(=O)c3ccccc3OC)o2)cc1 | 7.0%
Cc1nn2c(=O)cc(COC(=O)c3ccc(NC(=O)COc4ccc(C)c(C)c4)cc3)nc2s1 | -13.8%
COc1cc(C2N=C(N)Nc3nc4ccccc4n32)ccc1OCC(=O)O (configuration not stated) | 1.9%
CC(C)CC(=O)Nc1ccc2nc(SCC(=O)N3CCCC3)sc2c1 | -5.4%
CCC(C)NC(=O)C1CCN(C(=O)c2ccc(-n3ccc4ccccc43)s2)CC1 (configuration not stated) | 1.2%
Cc1ccc(-c2cc(C(=O)N(Cc3ccccc3)Cc3ccco3)no2)cc1F | -4.4%
CC1=C(C(=O)N2CCOCC2)CC(CC(=O)NC(c2ccccc2)c2ccccc2)C(=O)N1CCCN1CCCC1=O (configuration not stated) | 9.6%
O=C(COc1ccc(Cl)cc1)Nc1nnc(-c2ccco2)o1 | 15.2%
CCN(C(=O)Cn1c(=O)oc2cc(S(=O)(=O)N3CCCC3)ccc21)c1cccc(C)c1 | -8.9%
COc1ccccc1CNc1nc(-c2ccco2)nn1S(=O)(=O)c1ccc2ccccc2c1 | 2.6%
CCN(C(=O)c1cc2c(=O)oc3ccc(C)cc3c2s1)c1cc(OC)ccc1OC | 2.0%
CCCn1nnnc1SCC(=O)N1C(C)CCCC1C (configuration not stated) | 1.4%
CN1CCC(N(C)CC(=O)Nc2ccc3c(c2)OC(F)(F)O3)CC1 | 2.3%
CCOC(=O)Cn1c(=O)n(CC2CCCO2)c2nc(-c3ccccc3OC)nc(C(N)=O)c21 (configuration not stated) | -41.3%[inhibitor]
Cc1cccc(CCNC(=O)C2CCN(c3ncnc4c3nc3n4CCCCC3)CC2)c1 | -1.1%
COc1ccccc1C(=O)Nc1ccc2nc(SCC(=O)N3CCCc4ccccc43)sc2c1 | -17.6%
COc1ccc(OC)c(C2CC(=O)c3c([nH]c(C(=O)OCC4CCCCC4)c3C)C2)c1 (configuration not stated) | -1.6%
Cc1ccc(/C=N\NC(=O)/C(=C\Nc2nccc(C)n2)NC(=O)c2ccccc2)cc1 | -5.1%
